EBI2 antag: EBI2 (human) antagonism. P32249. 360,000 compounds, 0.81% hits. EBI2 beta-arrestin recruitment, luminescence, 7a,25-OHC stimulated. inhibition, % at 5 µM; in the data active = inhibition above about 38%;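 also: enzyme fragment complementation signal reports receptor beta-arrestin coupling in cells; 0% = agonist plus DMSO wells and 100% = wells without agonist; some results beyond the cut were filed as inactive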
Target sequence (P32249 whole entry, looked up, the tested form may be a part): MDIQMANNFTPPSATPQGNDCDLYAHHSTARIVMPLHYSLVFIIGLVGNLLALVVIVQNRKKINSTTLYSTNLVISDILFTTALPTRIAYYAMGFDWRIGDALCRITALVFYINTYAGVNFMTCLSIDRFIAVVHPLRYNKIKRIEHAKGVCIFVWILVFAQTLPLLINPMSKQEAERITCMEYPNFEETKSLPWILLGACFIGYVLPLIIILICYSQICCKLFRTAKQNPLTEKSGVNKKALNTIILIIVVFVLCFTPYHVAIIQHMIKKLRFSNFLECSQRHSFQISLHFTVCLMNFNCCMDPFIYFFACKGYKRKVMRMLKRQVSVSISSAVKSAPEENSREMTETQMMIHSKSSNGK
UBC13 inh: human UBC13 polyubiquitination inhibition; UBC13 polyubiquitin chain formation, TR-FRET; inhibition, % at 20 µM; 330,000 compounds, 0.47% hits; in the data active = inhibition above about 45%, passing the limit was not always enough; inconclusive = no clear call, values can overlap the other calls
Target sequence (P61088 whole entry, looked up): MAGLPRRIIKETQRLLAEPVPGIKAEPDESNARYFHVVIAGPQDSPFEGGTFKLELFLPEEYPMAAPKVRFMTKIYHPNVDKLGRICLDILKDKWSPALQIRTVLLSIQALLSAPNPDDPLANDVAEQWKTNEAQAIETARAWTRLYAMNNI
Apaf1 inhib: human Apaf-1 inhibition; O14727; reconstituted apoptosome caspase-3 activity, DEVD-Rh110 fluorescence; inhibition, % at 20 µM; 330,000 compounds, 0.71% hits; active = inhibition of at least 40% at 20 µM;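 also: plate controls were DMSO wells for no effect and DEVD-CHO caspase inhibitor wells for full effect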
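Material: biochemical Apaf-1 apoptosome reconstitution. Medium: Hepes buffer, pH 7.5. Also added: cytochrome c activation, bis-DEVD rhodamine 110 substrate. Timing: 30 min compound preincubation, 50 min activation, room temperature. Measured by: rhodamine 110 fluorescence at Ex 480/Em 540 nm.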
SENP8 inh: blocks the human protease SENP8; 330,000 compounds, 1.2% hits; Q96LD8; inhibition, % at 10 µM; purified SENP8, Z-RLRGG-aminoluciferin cleavage, luminescence
Target sequence (Q96LD8 whole entry, looked up): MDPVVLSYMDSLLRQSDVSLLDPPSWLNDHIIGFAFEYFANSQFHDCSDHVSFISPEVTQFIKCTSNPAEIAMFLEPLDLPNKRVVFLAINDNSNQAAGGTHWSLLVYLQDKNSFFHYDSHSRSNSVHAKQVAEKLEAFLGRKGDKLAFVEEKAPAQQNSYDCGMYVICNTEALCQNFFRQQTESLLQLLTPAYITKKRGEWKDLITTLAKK
Gli-Sufu block: antagonists of Gli-Sufu signaling. inhibition, % at 5 µM. Sufu-KO-LIGHT fibroblasts, Gli luciferase reporter luminescence. 340,000 compounds, 0.74% hits;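 active = inhibition above about 55%, limit read from the data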;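 also: 0% = DMSO-treated cells and 100% = wells with medium but no cells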
CCR6 antagonist: antagonists of human CCR6 receptor; AID 493098; CHO-K1 CCR6 PathHunter beta-arrestin, luminescence, CCL20-stimulated; inhibition, % at 20 µM; 340,000 compounds, 0.49% hits; P51684;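 active = compounds whose inhibition of the agonist-driven luminescence signal at 20 µM reaches about 50%, limit read from the data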;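 also: cells stimulated with CCL20 at 14 nM final; plate controls were DMSO with CCL20 for no effect and DMSO without agonist for full effect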
697 NFkB inh: lowers PMA/ionomycin-induced NF-kB signal in 697 B cells; inhibition, % at 4 µM; 330,000 compounds, 0.33% hits; AID 435022; 697 B-cell NF-kB luciferase reporter, 16 h; in the data active = inhibition above about 35%
Jurkat NFkB inh: lowers PMA/ionomycin-induced NF-kB signal in Jurkat cells; PMA/ionomycin-induced NF-kB luciferase reporter, luminescence; inhibition, % at 4 µM; 330,000 compounds, 0.53% hits; AID 435003
Numbers without * were called inactive. Rule as the data show it, unless noted: active = inhibition above about 50%; inactive = the rest. Only part of the results is shown. The share of hits here may be higher or lower than overall.

Results for CCn1c(Cc2ccccc2)nnc1SCC(=O)Nc1ccccc1N1CCOCC1 ?
EBI2 antag: -5; UBC13 inh: 6; Apaf1 inhib: 3; SENP8 inh: -5; Gli-Sufu block: 3; CCR6 antagonist: 4; 697 NFkB inh: 0; Jurkat NFkB inh: 5

Results for Cc1nc(-c2ccc(Cl)cc2)sc1C1(C)CC(c2ccccc2Br)=NO1 (stereo not given) ?
EBI2 antag: -2; UBC13 inh: 6; Apaf1 inhib: 8; SENP8 inh: 10; Gli-Sufu block: -10; CCR6 antagonist: 5; 697 NFkB inh: 10; Jurkat NFkB inh: -14

How did NC(=S)Cc1nc2n(n1)Cc1ccccc1-2 do in these assays?
EBI2 antag: 4; UBC13 inh: -15; Apaf1 inhib: -2; SENP8 inh: -4; Gli-Sufu block: 1; CCR6 antagonist: 16; 697 NFkB inh: -17; Jurkat NFkB inh: -2

What do the screens show for `Cc1ccccc1NC(=O)Cc1nc(CSc2nnc(-c3ccc4c(c3)OCO4)o2)cs1`?
EBI2 antag: -6; UBC13 inh: -4; Apaf1 inhib: 17; SENP8 inh: -26; Gli-Sufu block: -39; CCR6 antagonist: 3; 697 NFkB inh: -42; Jurkat NFkB inh: -25

Results for NC(=O)NCCCC(=O)NCC(c1ccccc1Cl)c1c[nH]c2ccccc12 (stereo not given) ?
EBI2 antag: 0; UBC13 inh: 5; Apaf1 inhib: 1; SENP8 inh: -1; Gli-Sufu block: 1; CCR6 antagonist: 10; 697 NFkB inh: -5; Jurkat NFkB inh: -7

Results for O=C(Nc1ccc(N2CCCCC2)c(C(=O)O)c1)c1ccco1 ?
EBI2 antag: -5; UBC13 inh: -1; Apaf1 inhib: 21; SENP8 inh: 4; Gli-Sufu block: -7; CCR6 antagonist: -15; 697 NFkB inh: 15; Jurkat NFkB inh: 0

What do the screens show for `CCN(CC)CCn1c2c(c(SCC(=O)Nc3nc4ccccc4s3)nc1=O)CCCC2`?
EBI2 antag: 8; UBC13 inh: inconclusive; Apaf1 inhib: 3; SENP8 inh: 4; Gli-Sufu block: 13; CCR6 antagonist: 17; 697 NFkB inh: -13; Jurkat NFkB inh: -20

How did O=c1cnnc(N/N=C/c2c[nH]c3ccccc23)[nH]1 do in these assays?
EBI2 antag: 2; UBC13 inh: -15; Apaf1 inhib: 5; SENP8 inh: -3; Gli-Sufu block: 12; CCR6 antagonist: 18; 697 NFkB inh: -9; Jurkat NFkB inh: -15

What do the screens show for `CC(C)CCNC(=S)Nc1ccccn1`?
EBI2 antag: -15; UBC13 inh: 11; Apaf1 inhib: 5; SENP8 inh: 4; Gli-Sufu block: 7; CCR6 antagonist: 1; 697 NFkB inh: -15; Jurkat NFkB inh: 3

Results for CCOc1cc(/C=N/NC(N)=O)cc(Br)c1OCc1ccccc1F ?
EBI2 antag: 3; UBC13 inh: 8; Apaf1 inhib: 12; SENP8 inh: -8; Gli-Sufu block: 4; CCR6 antagonist: 1; 697 NFkB inh: 18; Jurkat NFkB inh: 18

Results for CCOc1ccccc1NC(=O)CSc1nc(=O)n(Cc2ccncc2)c2c1CCC2 ?
EBI2 antag: 4; UBC13 inh: 10; Apaf1 inhib: 5; SENP8 inh: 7; Gli-Sufu block: 1; CCR6 antagonist: 5; 697 NFkB inh: 11; Jurkat NFkB inh: 0

How did Cc1ccc(NC(=O)Nc2ccc(Cl)cc2)c(Br)c1 do in these assays?
EBI2 antag: -1; UBC13 inh: 2; Apaf1 inhib: 8; SENP8 inh: -11; Gli-Sufu block: -44; CCR6 antagonist: 3; 697 NFkB inh: -51; Jurkat NFkB inh: -25

How did CCN(CC)S(=O)(=O)c1ccc(C(=O)OCC(=O)Nc2sc3c(c2C#N)CCCCC3)cc1 do in these assays?
EBI2 antag: 2; UBC13 inh: 1; Apaf1 inhib: 20; SENP8 inh: 3; Gli-Sufu block: -11; CCR6 antagonist: 2; 697 NFkB inh: 3; Jurkat NFkB inh: -22

What do the screens show for `O=S(=O)(c1ccccc1F)N1CCN(Cc2cc3c(cc2Br)OCCO3)CC1`?
EBI2 antag: -23; UBC13 inh: 2; Apaf1 inhib: 4; SENP8 inh: 6; Gli-Sufu block: 5; CCR6 antagonist: -2; 697 NFkB inh: -5; Jurkat NFkB inh: 11

How did CCOC(=O)CNC(=S)N(Cc1ccco1)Cc1ccccc1Cl do in these assays?
EBI2 antag: -8; UBC13 inh: 0; Apaf1 inhib: 8; SENP8 inh: -1; Gli-Sufu block: 1; CCR6 antagonist: 13; 697 NFkB inh: -13; Jurkat NFkB inh: 5

How did CCCOc1ccc2oc(=O)c3c(c2c1)CCCN3C(=O)CN1CCN(c2ncccn2)CC1 do in these assays?
EBI2 antag: 7; UBC13 inh: 0; Apaf1 inhib: 18; SENP8 inh: 1; Gli-Sufu block: -1; CCR6 antagonist: 12; 697 NFkB inh: 15; Jurkat NFkB inh: 5

How did CCN1C(=O)[C@@H]2[C@@H](c3ccc(-c4ccc(F)cc4)c(OC)c3)N3CCCC[C@@]3(C(=O)OC)[C@@H]2C1=O do in these assays?
EBI2 antag: 18; UBC13 inh: -11; Apaf1 inhib: 21; SENP8 inh: -7; Gli-Sufu block: 2; CCR6 antagonist: 5; 697 NFkB inh: 5; Jurkat NFkB inh: 15

How did O=C(COC(=O)c1cc(S(=O)(=O)N2CCOCC2)c(Cl)cc1Cl)NCc1ccco1 do in these assays?
EBI2 antag: -1; UBC13 inh: -1; Apaf1 inhib: 5; SENP8 inh: 3; Gli-Sufu block: 6; CCR6 antagonist: 9; 697 NFkB inh: -9; Jurkat NFkB inh: -1

What do the screens show for `COc1ccc(N2CCN(C(=O)c3ccc(-c4ccccc4)cc3)CC2)cc1`?
EBI2 antag: 36; UBC13 inh: -9; Apaf1 inhib: 6; SENP8 inh: 1; Gli-Sufu block: -3; CCR6 antagonist: 10; 697 NFkB inh: -19; Jurkat NFkB inh: -7

Results for CCCCn1nnc(NC(=O)CCC)n1 ?
EBI2 antag: -16; UBC13 inh: 0; Apaf1 inhib: -19; SENP8 inh: 6; Gli-Sufu block: 0; CCR6 antagonist: -13; 697 NFkB inh: 10; Jurkat NFkB inh: -16

What do the screens show for `COc1ccc(S(=O)(=O)N2CC=C(C(=O)NC3CCCC3)CC2)cc1`?
EBI2 antag: -4; UBC13 inh: -4; Apaf1 inhib: 2; SENP8 inh: 1; Gli-Sufu block: 3; CCR6 antagonist: 14; 697 NFkB inh: 11; Jurkat NFkB inh: 21

Results for c1nc(NC2CCCCC2)c2[nH]cnc2n1 ?
EBI2 antag: -8; UBC13 inh: -5; Apaf1 inhib: -2; SENP8 inh: -13; Gli-Sufu block: -2; CCR6 antagonist: -1; 697 NFkB inh: -15; Jurkat NFkB inh: -1

Results for COc1ccc(Cc2nnc(NC(=O)c3c(-c4ccccc4)noc3C)s2)cc1 ?
EBI2 antag: -2; UBC13 inh: 3; Apaf1 inhib: 12; SENP8 inh: -3; Gli-Sufu block: -147; CCR6 antagonist: 12; 697 NFkB inh: 15; Jurkat NFkB inh: -3

What do the screens show for `COc1ccc(C)cc1NC(=O)C1CCN(S(=O)(=O)c2c(C)noc2C)CC1`?
EBI2 antag: 2; UBC13 inh: -3; Apaf1 inhib: -3; SENP8 inh: 1; Gli-Sufu block: 4; CCR6 antagonist: 9; 697 NFkB inh: -4; Jurkat NFkB inh: 5

5 neighbouring compounds out of the list so far, quoted:
What do the screens show for `COc1ccc(N2CCN(C(=O)c3ccc(-c4ccccc4)cc3)CC2)cc1`?
EBI2 antag: 36; UBC13 inh: -9; Apaf1 inhib: 6; SENP8 inh: 1; Gli-Sufu block: -3; CCR6 antagonist: 10; 697 NFkB inh: -19; Jurkat NFkB inh: -7

Results for CCCCn1nnc(NC(=O)CCC)n1 ?
EBI2 antag: -16; UBC13 inh: 0; Apaf1 inhib: -19; SENP8 inh: 6; Gli-Sufu block: 0; CCR6 antagonist: -13; 697 NFkB inh: 10; Jurkat NFkB inh: -16

What do the screens show for `COc1ccc(S(=O)(=O)N2CC=C(C(=O)NC3CCCC3)CC2)cc1`?
EBI2 antag: -4; UBC13 inh: -4; Apaf1 inhib: 2; SENP8 inh: 1; Gli-Sufu block: 3; CCR6 antagonist: 14; 697 NFkB inh: 11; Jurkat NFkB inh: 21

Results for c1nc(NC2CCCCC2)c2[nH]cnc2n1 ?
EBI2 antag: -8; UBC13 inh: -5; Apaf1 inhib: -2; SENP8 inh: -13; Gli-Sufu block: -2; CCR6 antagonist: -1; 697 NFkB inh: -15; Jurkat NFkB inh: -1

Results for COc1ccc(Cc2nnc(NC(=O)c3c(-c4ccccc4)noc3C)s2)cc1 ?
EBI2 antag: -2; UBC13 inh: 3; Apaf1 inhib: 12; SENP8 inh: -3; Gli-Sufu block: -147; CCR6 antagonist: 12; 697 NFkB inh: 15; Jurkat NFkB inh: -3

(list continues)
Results for Cc1ccc2c(c1)N(CC(=O)NC(C)CCc1ccccc1)C(=O)c1cccnc1O2 (stereo not given) ?
EBI2 antag: -1; UBC13 inh: 11; Apaf1 inhib: 5; SENP8 inh: -7; Gli-Sufu block: 3; CCR6 antagonist: 18; 697 NFkB inh: -17; Jurkat NFkB inh: -18

Results for COc1ccc(N(CC(=O)NC2CCCCC2C)S(=O)(=O)c2c(C)nn(C)c2C)cc1 (stereo not given) ?
EBI2 antag: -5; UBC13 inh: 1; Apaf1 inhib: 5; SENP8 inh: -8; Gli-Sufu block: 4; CCR6 antagonist: 2; 697 NFkB inh: 15; Jurkat NFkB inh: 2

How did CCOC(=O)[C@@H]1[C@H]2COc3ccccc3[C@H]2N2C(=O)N(c3ccc(OC)cc3)C(=O)[C@]12C do in these assays?
EBI2 antag: -16; UBC13 inh: -9; Apaf1 inhib: 3; SENP8 inh: -9; Gli-Sufu block: -25; CCR6 antagonist: 5; 697 NFkB inh: -5; Jurkat NFkB inh: 1

How did Cc1cc2n(n1)C(c1c[nH]c3ccccc13)Nc1ccccc1-2 (stereo not given) do in these assays?
EBI2 antag: 0; UBC13 inh: 2; Apaf1 inhib: 3; SENP8 inh: -6; Gli-Sufu block: 23; CCR6 antagonist: -16; 697 NFkB inh: -19; Jurkat NFkB inh: 4

How did Cc1ccc(S(=O)(=O)Oc2ccc(/C=C3/N=C(c4ccccc4)OC3=O)cc2)cc1 do in these assays?
EBI2 antag: -13; UBC13 inh: -9; Apaf1 inhib: 11; SENP8 inh: 5; Gli-Sufu block: 22; CCR6 antagonist: 9; 697 NFkB inh: 15; Jurkat NFkB inh: 5

How did COc1ccc(S(=O)(=O)N2CCC(C(=O)NCCC(=O)NCc3cccc(OC)c3)CC2)cc1 do in these assays?
EBI2 antag: 0; UBC13 inh: 9; Apaf1 inhib: -1; SENP8 inh: 0; Gli-Sufu block: -5; CCR6 antagonist: 6; 697 NFkB inh: 8; Jurkat NFkB inh: 3

How did CN(CCOc1ccccc1)C(=O)c1cc([N+](=O)[O-])ccc1N1CCOCC1 do in these assays?
EBI2 antag: 6; UBC13 inh: -8; Apaf1 inhib: 8; SENP8 inh: 7; Gli-Sufu block: 5; CCR6 antagonist: 10; 697 NFkB inh: -3; Jurkat NFkB inh: 6

What do the screens show for `Cc1sc2nc(C)n(/N=C/N(C)C)c(=O)c2c1C`?
EBI2 antag: -6; UBC13 inh: 7; Apaf1 inhib: -2; SENP8 inh: -2; Gli-Sufu block: 0; CCR6 antagonist: -8; 697 NFkB inh: 19; Jurkat NFkB inh: 7

What do the screens show for `Cc1ccc(C)c(C(C)NC(=O)c2ccc(Br)o2)c1` (stereo not given)?
EBI2 antag: 2; UBC13 inh: -10; Apaf1 inhib: 6; SENP8 inh: -2; Gli-Sufu block: -24; CCR6 antagonist: 1; 697 NFkB inh: 13; Jurkat NFkB inh: -4

Results for O=c1[nH]c2cc(Cl)ccc2n1-c1ccccc1 ?
EBI2 antag: 1; UBC13 inh: 15; Apaf1 inhib: 7; SENP8 inh: -4; Gli-Sufu block: -3; CCR6 antagonist: 12; 697 NFkB inh: 20; Jurkat NFkB inh: 19
